# TLR4 MyD88 comp: inhibitors of TLR4-MyD88 association in cells, primary screen, cell-based, HeLa CL3-4, BLA complementation, FRET ratio | Toll-like receptor 4 (Homo sapiens) + Myeloid differentiation primary response protein … | HeLa CL3-4 TLR4/MyD88 BLA complementation | inhibition, % at 8.4 µM | 0.18% of 200,000 active; in the data active = inhibition above about 25%;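 note: 0% = vehicle and 100% = reference inhibitor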
# Target sequence (O00206 whole entry, looked up): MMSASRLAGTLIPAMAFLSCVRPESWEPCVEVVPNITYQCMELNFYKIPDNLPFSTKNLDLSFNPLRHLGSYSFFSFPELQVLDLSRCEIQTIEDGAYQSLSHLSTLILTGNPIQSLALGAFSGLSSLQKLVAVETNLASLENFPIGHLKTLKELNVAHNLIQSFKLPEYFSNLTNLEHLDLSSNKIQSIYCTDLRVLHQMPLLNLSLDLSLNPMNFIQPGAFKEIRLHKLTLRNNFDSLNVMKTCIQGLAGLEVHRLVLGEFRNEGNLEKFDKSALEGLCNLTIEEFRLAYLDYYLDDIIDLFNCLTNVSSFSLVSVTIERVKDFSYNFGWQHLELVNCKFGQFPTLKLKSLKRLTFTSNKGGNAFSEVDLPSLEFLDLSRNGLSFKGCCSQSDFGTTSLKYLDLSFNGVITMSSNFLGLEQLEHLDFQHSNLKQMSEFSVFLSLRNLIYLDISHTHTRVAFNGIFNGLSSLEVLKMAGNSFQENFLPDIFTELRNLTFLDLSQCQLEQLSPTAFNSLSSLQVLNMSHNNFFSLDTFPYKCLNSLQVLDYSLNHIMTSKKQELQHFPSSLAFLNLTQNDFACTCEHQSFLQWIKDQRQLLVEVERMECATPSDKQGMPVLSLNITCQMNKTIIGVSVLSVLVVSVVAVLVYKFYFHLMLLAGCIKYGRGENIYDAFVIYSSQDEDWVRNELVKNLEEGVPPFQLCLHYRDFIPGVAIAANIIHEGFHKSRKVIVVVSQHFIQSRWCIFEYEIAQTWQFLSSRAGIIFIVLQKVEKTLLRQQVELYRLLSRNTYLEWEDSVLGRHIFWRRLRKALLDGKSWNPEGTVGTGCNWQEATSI
# Target sequence (Q99836 whole entry, looked up): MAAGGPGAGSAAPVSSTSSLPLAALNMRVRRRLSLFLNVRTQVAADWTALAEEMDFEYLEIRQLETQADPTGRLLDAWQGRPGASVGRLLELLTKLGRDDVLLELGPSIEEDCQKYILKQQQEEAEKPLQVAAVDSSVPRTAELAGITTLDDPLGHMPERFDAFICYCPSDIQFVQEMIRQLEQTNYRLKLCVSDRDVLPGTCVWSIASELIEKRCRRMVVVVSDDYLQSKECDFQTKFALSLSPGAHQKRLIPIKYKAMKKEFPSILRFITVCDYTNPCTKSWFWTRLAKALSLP
# Diaphorase act: compounds boosting diaphorase resazurin reduction – biochemical, uHTS, resorufin fluorescence, counter-screen for diaphorase-coupled primary assays, primary screen | activation factor at 20 µM | 0.005% of 190,000 active | AID 1229, 2008 | Diaphorase/resazurin coupled assay, 16 min; hits give high values; 1 = vehicle wells, 0 = NADH-free wells;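 active = diaphorase activity raised at least twofold by the compound at 20 µM; inactive = activation factor below 2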
#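 Material: Clostridium kluyveri diaphorase, purified enzyme; Quantity: enzyme 0.07 U/mL final; Medium: HEPES pH 7.4 buffer with MgCl2 and Tween 20; Dosing: single compound dose of 20 µM, 1% DMSO final; Schedule: 16 min reaction at room temperature; Measured by: red resorufin fluorescence at 544/590 nm excitation/emission.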
# STAT3 blocker: IL-6 driven STAT3 reporter inhibitors, primary screen, U3A cells, luciferase, luminescence, MLSCN library | inhibition, % at 5.5 µM | IL-6 STAT3-luciferase reporter; host cell line lacks STAT1 | 0.89% of 190,000 active | AID 862, 2007;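 active = inhibition above the mean inhibition across all screened compounds plus 3 SD, cut at about 44% in these data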;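 note: 0% = DMSO only wells and 100% = 100 µM nifuroxazide control wells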
# STAT1 act: STAT1 signaling activators, primary screen, cell-based, HTS, luciferase reporter; NIH 3T3 STAT1-luciferase reporter, IFN-gamma, luminescence; 100% = IFN-gamma alone, no compound; AID 932, 2007; 2.6% of 200,000 active; activation (% of control), % at 5.5 µM;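 active = activation above the screen-wide mean activation plus 3 SD, cut at about 130% in these data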;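 note: raw ratio to IFN-gamma control signal so 100% means no change and 0% no light; values of inactives mirror those of a sister screen read the other way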
# G6PDH counter: L. mesenteroides G6PDH inhibitors, counter-screen for G6PDH-coupled screening assays, biochemical, Leuconostoc mesenteroides enzyme | 0.12% of 200,000 active | AID 1020, 2008 | glucose-6-phosphate dehydrogenase [Leuconostoc mesenteroides] | inhibition, % at 5 µM | Purified L. mesenteroides G6PDH, diaphorase/resazurin coupled fluorescence, 45 min; in the data active = inhibition above about 50%
# STAT1 blocker: STAT1 signaling inhibitors, primary screen, cell-based, HTS, luciferase reporter; NIH 3T3 STAT1-luciferase reporter, IFN-gamma, luminescence; inhibition, % at 5.5 µM; 0.35% of 200,000 active;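 active = inhibition above a set limit, the mean inhibition across all tested compounds plus 3 SD, cut at about 34% in these data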;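 note: 0% = IFN-gamma with DMSO and 100% = IFN-gamma with 300 µM nifuroxazide; values of inactives mirror those of a sister screen read the other way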
# STAT3 activator: IL-6 driven STAT3 reporter potentiators, primary screen, U3A cells, luciferase, luminescence, MLSCN library. IL-6 STAT3-luciferase reporter; 100% = signal with IL-6 EC80 alone. activation (% of control), % at 5.6 µM. 0.91% of 190,000 active. AID 871, 2007;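 active = activation above the screen-wide mean of compound activation plus 3 SD, cut at about 130% in these data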;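 note: 0% = background luminescence of wells with medium and substrate only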
#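 Material: STAT3-luciferase reporter U3A cells. Controls: IL-6-treated wells, 100% activation. Read-out: % activation versus median of IL-6-stimulated wells. Probe or stimulus: IL-6 stimulus at 33 ng/mL final. Timing: compound 1 h, then IL-6 6 h at 37 °C. Signal: reporter luminescence signal.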
# Diaph inh CS: diaphorase inhibitors and chemical oxidizers, primary screen, counter-screen for diaphorase-coupled primary assays, biochemical, uHTS, resorufin fluorescence | diaphorase resazurin-to-resorufin fluorescence, NADH, 16 min; bacterial (C. kluyveri) enzyme, not human | inhibition, % at 20 µM | 0.69% of 190,000 active;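 active = primary screen inhibition at 20 µM above a set limit, cut at about 50% in these data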;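 note: plate controls were DMSO with full reaction for no effect and wells lacking NADH for full effect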
#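 Test system: Clostridium kluyveri diaphorase enzyme / Quantity: diaphorase at 0.14 U/mL in enzyme working solution / Incubation: 16-min room-temperature incubation before reading / Benchmarks: NADH-free wells as positive control, DMSO-only neutral wells / Signal: resorufin fluorescence 544/590 nm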
# Hsp70 act: Hsp70 transcriptional activators, primary screen, cell-based, HeLa, Hsp70 promoter luciferase, luminescence, 10 µM. AID 1203, 2008. 0.04% of 200,000 active. HeLa Hsp70 promoter luciferase reporter; scaled: vehicle 0, proteasome-inhibitor control 100%. activation, % at 10 µM;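 active = activation above the mean across all tested compounds plus 3 SD, cutoff set per campaign, cut at about 5.5% in these data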;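 note: 100% = MG132 at 30 µM as the positive control and 0% = DMSO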
# APP transl inh: inhibitors of APP translation via 5'UTR reporter, primary screen, APP 5'UTR luciferase, SH-SY5Y cells. 0.82% of 190,000 active. SH-SY5Y APP 5'UTR-luciferase reporter, luminescence. inhibition, % at 2 µM;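 active = inhibition above a set limit, derived from the sample mean plus 3 SD, cut at about 45% in these data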; note: values of inactives mirror those of a sister screen read the other way
# Starred values were filed as active, the others as inactive; . = not tested or not shown.
1: c1ccc(-c2nnc3ccc(N4CCCC4)nn23)cc1
2: C=CCOc1nc2c(c(=O)n(C)c(=O)n2C)n1Cc1c(Cl)cccc1Cl
3: C/C=C/c1ccc(Oc2nnnn2-c2ccc(C(=O)O)cc2)c(OC)c1
4: CN1CCN(C(=S)c2cn(CCOc3ccccc3)c3ccccc23)CC1
5: COc1ccc([N+](=O)[O-])cc1NC(=O)CSc1nccc(C)n1
6: CC12CN3CCN(CC(C3)C1(O)CN1CCOCC1)C2 (centres undefined)

compound no.,1,2,3,4,5,6
TLR4 MyD88 comp,-11,-5,-13,-8,5,-6
Diaphorase act,0.9,0.9,0.9,1,0.9,0.8
STAT3 blocker,19,13,0,9,8,5
STAT1 act,108,101,100,97,92,102
G6PDH counter,-24,9,7,9,-4,5
STAT1 blocker,-9,-1,-1,3,9,-2
STAT3 activator,89,92,103,94,94,99
Diaph inh CS,7,14,11,4,14,19
Hsp70 act,-0.1,0.0,-0.2,0.0,-0.4,0.0
APP transl inh,-4,-18,-14,-25,8,-10

7: Oc1ccccc1C1N=C(c2ccccc2)NC(c2ccccc2)=N1
8: CCn1ncc(/C=N\NC(=O)COc2ccccc2)c1C
9: CC1CCCC(C)N1CCCNC(=O)c1cc2c(=O)n(C)c3ccccc3c2n1C (centres undefined)
10: COc1ccc(/C=N/NC(=O)c2ccc(N(C)S(=O)(=O)c3ccccc3)cc2)c(OC)c1
11: CN(C)C(=S)SCC(=O)NCc1ccc(F)cc1
12: N#CC1=C(SCC(N)=O)NC2=C(C(=O)c3ccccc32)C1c1ccc(Cl)cc1 (centres undefined)

compound no.,7,8,9,10,11,12
TLR4 MyD88 comp,-2,-6,2,0,-8,-13
Diaphorase act,1,0.8,0.8,1,0.9,0.8
STAT3 blocker,9,2,4,9,3,14
STAT1 act,104,92,100,109,116,98
G6PDH counter,6,-5,2,9,1,9
STAT1 blocker,-5,9,0,-8,-20,2
STAT3 activator,97,100,105,96,100,97
Diaph inh CS,-3,15,17,0,13,24
Hsp70 act,-0.2,0.8,-0.2,-0.2,-0.1,-0.1
APP transl inh,-6,3,-9,14,-5,3

13: Cc1ccnc(NC(=O)c2ccoc2C)c1
14: O=c1cc(CN2CCCCCC2)nc2sccn12
15: COc1ccc(NC(=O)CSCCc2ccccn2)cc1OC
16: CCOC(=O)N1CCN(C(=O)C2CCC(CNS(=O)(=O)c3ccccc3)CC2)CC1 (centres undefined)
17: Nc1ccc(C(=O)OC2CCOC2=O)cc1[N+](=O)[O-] (centres undefined)
18: CC(=O)Cc1nsc(Nc2ccc(C)cc2)n1

compound no.,13,14,15,16,17,18
TLR4 MyD88 comp,-8,3,-2,-10,5,2
Diaphorase act,1,1.2,0.9,0.9,0.9,.
STAT3 blocker,10,10,4,15,0,-6
STAT1 act,127,101,97,100,99,156*
G6PDH counter,0,-4,-3,-4,1,10
STAT1 blocker,-30,-2,4,0,1,-62
STAT3 activator,93,95,102,92,99,108
Diaph inh CS,3,-18,8,14,6,.
Hsp70 act,-0.1,-0.4,-0.1,-0.3,-0.2,-0.1
APP transl inh,-34,-14,7,.,-13,-92

# Record cards, from the list above.
# O=c1cc(CN2CCCCCC2)nc2sccn12 is listed with TLR4 MyD88 comp: 3; Diaphorase act: 1.2; STAT3 blocker: 10; STAT1 act: 101; G6PDH counter: -4; STAT1 blocker: -2; STAT3 activator: 95; Diaph inh CS: -18; Hsp70 act: -0.4; APP transl inh: -14
# COc1ccc(NC(=O)CSCCc2ccccn2)cc1OC is listed with TLR4 MyD88 comp: -2; Diaphorase act: 0.9; STAT3 blocker: 4; STAT1 act: 97; G6PDH counter: -3; STAT1 blocker: 4; STAT3 activator: 102; Diaph inh CS: 8; Hsp70 act: -0.1; APP transl inh: 7

# (cont.)
19: CC(=O)N1CCN(S(=O)(=O)c2cccc(C(=O)NC3CCCc4ccccc43)c2)CC1 (centres undefined)
20: COC(=O)c1nn(-c2ccccc2)c(Sc2ccccc2)c1/C=N/O
21: O=C(CCc1nc2cccnc2n1Cc1ccccc1)N1CCOCC1
22: CCC(=O)N1CCc2cc(S(=O)(=O)NCCC(=O)N3CCN(Cc4ccccc4)CC3)ccc21
23: CCOc1ccc(NC(=S)Nc2ccccc2C2CC2)cc1
24: CCCN(CCC)CCCNc1ccc(C(=O)Nc2cccc(OC)c2)cc1[N+](=O)[O-]

compound no.,19,20,21,22,23,24
TLR4 MyD88 comp,1,2,4,-5,9,1
Diaphorase act,0.9,0.8,1.1,0.9,.,0.9
STAT3 blocker,2,4,-2,17,22,10
STAT1 act,94,95,94,95,93,82
G6PDH counter,15,2,-4,2,8,4
STAT1 blocker,7,5,6,5,7,17
STAT3 activator,102,107,104,90,86,97
Diaph inh CS,5,22,-10,10,.,13
Hsp70 act,-0.4,-0.2,-0.3,-0.5,-0.2,0.2
APP transl inh,7,-2,12,9,-6,-20

25: CCS(=O)(=O)N1Cc2ccccc2CC1C(=O)Nc1nnc(SCc2ccc(F)cc2)s1 (centres undefined)
26: O=C(CCc1ccc(S(=O)(=O)N2CCOCC2)cc1)Nc1ccc2ccccc2c1
27: COc1ccc2nc(/C(C#N)=C\c3ccc(Oc4ccc([N+](=O)[O-])cn4)cc3)[nH]c2c1
28: CC(=O)NCCn1c(SCc2ccccc2F)nc2ccccc2c1=O
29: CCCc1nc2ccc(NC(=O)NCCC(=O)OCC)cc2c(=O)n1Cc1cccc(Cl)c1
30: COc1cc(/C=N\n2nnnc2N)ccc1OCc1ccc(F)cc1

compound no.,25,26,27,28,29,30
TLR4 MyD88 comp,-7,6,0,-15,4,-12
Diaphorase act,0.9,0.9,1,1,0.8,1
STAT3 blocker,2,3,8,-4,6,30
STAT1 act,84,96,97,100,98,112
G6PDH counter,6,2,-5,3,5,4
STAT1 blocker,18,4,3,0,2,-13
STAT3 activator,97,104,95,106,94,75
Diaph inh CS,13,6,-1,-2,23,-4
Hsp70 act,-0.4,-0.3,-0.3,0.2,0.2,-0.1
APP transl inh,8,-10,10,4,.,-3

31: O=C1c2ccccc2-c2c1nc1c([n+]2[O-])CCCC1
32: C=CCN(C(=O)CNC(=O)c1ccco1)C(C(=O)NC1CCCC1)c1cccs1 (centres undefined)
33: COc1ccc(CNC(=O)COC(=O)c2ccccn2)cc1
34: Cc1cccc(C2c3[nH]c4ccccc4c3CCN2C(=O)c2cc3c([nH]c2=O)CCCC3)n1 (centres undefined)
35: CCn1c(CC(=O)Nc2ccc(C)cc2)n[nH]c1=S
36: Cc1ncc(CN2CCN(CCc3ccccc3)C(CCO)C2)s1 (centres undefined)

compound no.,31,32,33,34,35,36
TLR4 MyD88 comp,-14,5,1,-2,9,-4
Diaphorase act,0.9,0.9,0.9,0.8,0.8,0.8
STAT3 blocker,13,-1,2,-25,10,8
STAT1 act,102,104,102,87,105,95
G6PDH counter,8,9,13,17,7,8
STAT1 blocker,-2,-4,-2,13,-5,4
STAT3 activator,94,103,103,127,97,97
Diaph inh CS,9,13,11,18,16,17
Hsp70 act,0.2,-0.4,0.1,-0.4,-0.3,0.3
APP transl inh,-3,-6,-6,5,-5,11

37: COc1cc2c(cc1NC(=O)/C=C/c1ccc([N+](=O)[O-])cc1)oc1ccccc12
38: COc1ccc(Cn2c(C(F)(F)F)ccc(C(N)=O)c2=O)cc1
39: CCOC(=O)c1cnc2cc3c(cn2c1=O)CCCC3
40: COc1ccc(OC)c(C2C(C(N)=O)=C(C)Nc3nc(CCCO)nn32)c1 (centres undefined)
41: Cc1cc(C)cc(Oc2nc(-c3ccccc3)cc(C)c2S(C)(=O)=O)c1
42: Cc1ccc(-n2c(=S)[nH]c3nc4c(cc3c2=O)COC(C)(C)C4)cc1

compound no.,37,38,39,40,41,42
TLR4 MyD88 comp,6,1,6,-13,-2,-14
Diaphorase act,1,0.9,0.9,0.9,1,1
STAT3 blocker,7,1,20,5,-7,-10
STAT1 act,103,96,124,108,112,111
G6PDH counter,5,1,1,-14,2,0
STAT1 blocker,-4,4,-26,-9,-13,-12
STAT3 activator,96,104,86,100,107,104
Diaph inh CS,-2,11,9,12,4,2
Hsp70 act,-0.5,-0.1,0.4,-0.2,-0.2,0.0
APP transl inh,-10,2,-32,12,6,-6

43: CCOC(=O)C1CCCCN1Cc1ccc(C(F)(F)F)cc1 (centres undefined)
44: COc1ccc(/C=N/NC(=O)CCOc2ccccc2C)cc1OC
45: CCOC(=O)c1cc2sccc2n1Cc1ccccc1
46: CO/N=C(\Cn1ncc(N2CCCC2)c(Cl)c1=O)c1ccc(Cl)cc1
47: N=C(N)c1ccc(OCCCCCOc2ccc(C(=N)N)cc2)cc1
48: Cc1cccc(NC(=S)N(CCCN2CCOCC2)Cc2ccco2)c1

compound no.,43,44,45,46,47,48
TLR4 MyD88 comp,7,7,4,-11,6,-8
Diaphorase act,0.9,1,0.9,0.9,1.4,1.1
STAT3 blocker,8,-3,2,5,-2,-6
STAT1 act,98,108,105,99,112,97
G6PDH counter,3,6,4,7,19,6
STAT1 blocker,2,-10,-6,9,-13,4
STAT3 activator,99,104,104,95,104,105
Diaph inh CS,9,5,8,9,-37,-6
Hsp70 act,-0.2,-0.3,-0.1,-0.4,-0.2,-0.2
APP transl inh,15,-11,-6,9,3,15

49: CCOCCCn1c(=S)[nH]c2cc3c(cc2c1=O)OCO3
50: COc1ccc(C)cc1S(=O)(=O)N(C)CC(=O)Nc1ccccc1
51: COc1cc2c(cc1OC)C(C(=O)NCCN(C)C)C(c1cccs1)N(C)C2=O (centres undefined)
52: O=C(Cn1nnc(-c2ccccc2)n1)N/N=C/c1cc([N+](=O)[O-])ccc1O
53: COc1ccc(S(=O)(=O)NCc2ccc3c(c2)cc(C)n3C)cc1

compound no.,49,50,51,52,53
TLR4 MyD88 comp,11,14,1,3,-10
Diaphorase act,0.8,0.9,1,0.7,0.8
STAT3 blocker,10,12,0,-15,10
STAT1 act,105,91,104,102,102
G6PDH counter,-30,6,2,-2,6
STAT1 blocker,-7,10,-3,-2,-2
STAT3 activator,95,93,101,108,99
Diaph inh CS,17,12,-1,31,17
Hsp70 act,-0.4,-0.4,-0.6,-0.5,-0.2
APP transl inh,-22,-32,-1,-3,12

# High-throughput results: PubChem, several laboratories
